# GSIS activator: GLuc luminescence reporter in INS-1E cells, primary screen for activators of glucose-dependent secretion of insulin; INS-1E GLuc reporter insulin secretion, 2-3 h; activation, % at 16.6 µM; 370,000 compounds, 0.61% hits;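 active = lowest replicate activation of at least 40%, so every replicate reaches that level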;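 also: 0% = median of neutral control wells and 100% = median of IBMX positive control wells; some compounds called inactive have numbers as strong as hits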
# CFTR F508del cor: F508del CFTR correction, initial screen, CFBE line, single point. 350,000 compounds, 0.36% hits. AID 720511, 2013. activity (quench increase), % at 7.58 µM. CFBE cells, YFP halide quenching; stimulated with forskolin plus potentiator P3; % fluorescence drop versus neutral controls;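 active = mean added fluorescence quench of at least 8% versus neutral control, with both replicates also reaching 8%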;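 also: cells transiently co-express mutant CFTR-F508del with the halide-sensitive YFP; corrector assay measuring rescue of mutant channel to the surface after 24 h compound exposure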
# FN deposition inh: inhibitors of fibronectin matrix deposition, primary screen, AH1F cells, Alexa488-fibronectin fluorescence, plate reader; 350,000 compounds, 0.086% hits; AID 743247, 2014; inhibition, % at 12.6 µM; AH1F fibroblasts, overnight;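 active = mean inhibition across replicates of 30% or more, regardless of how many single replicates reach that level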;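 also: positive control wells lacked labelled fibronectin entirely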
#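 Assay system: AH1F fibroblasts / Quantity: 10000 cells per well / Medium: DMEM plus 2% serum, read in PBS / Reagent: labelled fibronectin 24 nM / Dosing: single dose, pinned / Times: 1 h cell attachment, overnight exposure to compound and label / Signal: fluorescence, ex 485 nm, em 525 nm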
# The depositor's hits bear a star. A portion of the library, so the mix of outcomes need not match the whole.
SMILES,GSIS activator,CFTR F508del cor,FN deposition inh
CC(C)C[C@H]1CN(CCCC[C@H]2CNC(=O)C(=O)N2CCc2ccccc2)C(=O)C(=O)N1CC1CCCCC1,2,0.9,-7
COC(=O)[C@@]12C[C@@H](CC(=O)NCc3ccc(OC)c(OC)c3)C(=O)N(Cc3ccccc3)C1=CCC(C)(C)C2,-13,-1.1,-18
CCc1cccc(CC)c1NC(=S)NCc1nc2ccccc2[nH]1,-14,3.3,8
C#CCNC(=O)C[C@H]1C[C@@]2(C(=O)OC)C(=C[C@H](C(C)(C)C)O[C@@H]2C)N(CCC2=CCCCC2)C1=O,-11,-0.3,-10
CC(C)(C)NC(=O)CSc1nnc(NC(=O)c2ccccc2Cl)s1,1,1.2,-15
COc1ccc(NC(=O)/C=C2\SC(=O)NC2=O)cc1,-4,-2.8,-4
COc1ccc(-c2csc(NC(=O)C3=NN(c4ccccc4)C(=O)CC3)n2)cc1,6,3.9,-1
COC(=O)C1(C(=O)OC)c2ccccc2N(S(=O)(=O)c2ccc(C)cc2)C1CC(C)=O (centres undefined),2,-1.1,4
O=C(NCc1ccccc1)c1c(Cl)nc(Cl)c(Cl)c1Cl,7,4.5,1
O=C(Nc1nc2ccccc2[nH]1)c1ccc(Br)o1,31,0.7,11
O=C(c1cc2c(c(-c3cccc(-c4ccc(F)cc4)c3)n1)[C@H](CCO)N(C(=O)c1ccc3c(c1)OCO3)C2)N1CCOCC1,-21,2.3,7
CC(=O)NC[C@H]1[C@@H](c2ccc(C#Cc3ccccc3F)cc2)[C@@H](CO)N1C(C)=O,13,1.1,10
CCC(=O)N(C)C[C@H]1[C@@H](c2ccc(-c3cccnc3)cc2)[C@@H](CO)N1C(C)=O,11,-0.8,-5
O=C(NS(=O)(=O)Oc1cccc(Cl)c1Cl)OC[C@@H]1CCCN2CCCCC12 (some centres undefined),0,0.6,12
Cc1cc2cc3c(=O)[nH]c(=O)[nH]c3nc2cc1C,-15,1.2,6
Cc1ccc2c(CN3CCOCC3)cc(=O)oc2c1,10,-0.2,-2
Cc1ccnc(NC(=O)COc2ccccc2[N+](=O)[O-])c1,5,-1.4,-7
CCC(CC)C(=O)Nc1cc([N+](=O)[O-])ccc1Cl,29,1.5,0
N#CC1C(=O)NC(=O)C(C#N)C12CCCC(C(F)(F)F)C2 (centres undefined),-6,-3.7,-2
O=c1n(Cc2ccc(F)cc2)nc2n1-c1ccccc1SC2,6,-33,-1
CN(C(=O)Cn1cccc1C1=NC(c2ccccc2)CO1)c1ccccc1 (centres undefined),2,-3.1,0
Cc1cc(=O)oc2cc(OCC(=O)OCC(=O)Nc3ccc(C(C)C)cc3)ccc12,-9,-0.5,2
Cn1c(N)c(C(=O)COC(=O)CSc2ccccc2)c(=O)n(C)c1=O,-4,-0.5,3
COc1ccc(Cn2nnnc2CN2CCCCCC2)cc1,-22,2.3,-8
c1ccc(Cc2c(C3CCCCC3)nc3c4ccccc4ccn23)cc1,-4,3.1,0

# Nothing new here: an excerpt of the list.
SMILES,GSIS activator,CFTR F508del cor,FN deposition inh
O=C(c1cc2c(c(-c3cccc(-c4ccc(F)cc4)c3)n1)[C@H](CCO)N(C(=O)c1ccc3c(c1)OCO3)C2)N1CCOCC1,-21,2.3,7
CC(=O)NC[C@H]1[C@@H](c2ccc(C#Cc3ccccc3F)cc2)[C@@H](CO)N1C(C)=O,13,1.1,10
CCC(=O)N(C)C[C@H]1[C@@H](c2ccc(-c3cccnc3)cc2)[C@@H](CO)N1C(C)=O,11,-0.8,-5
O=C(NS(=O)(=O)Oc1cccc(Cl)c1Cl)OC[C@@H]1CCCN2CCCCC12 (some centres undefined),0,0.6,12
Cc1cc2cc3c(=O)[nH]c(=O)[nH]c3nc2cc1C,-15,1.2,6
Cc1ccc2c(CN3CCOCC3)cc(=O)oc2c1,10,-0.2,-2
Cc1ccnc(NC(=O)COc2ccccc2[N+](=O)[O-])c1,5,-1.4,-7
CCC(CC)C(=O)Nc1cc([N+](=O)[O-])ccc1Cl,29,1.5,0
N#CC1C(=O)NC(=O)C(C#N)C12CCCC(C(F)(F)F)C2 (centres undefined),-6,-3.7,-2
O=c1n(Cc2ccc(F)cc2)nc2n1-c1ccccc1SC2,6,-33,-1
CN(C(=O)Cn1cccc1C1=NC(c2ccccc2)CO1)c1ccccc1 (centres undefined),2,-3.1,0
Cc1cc(=O)oc2cc(OCC(=O)OCC(=O)Nc3ccc(C(C)C)cc3)ccc12,-9,-0.5,2
Cn1c(N)c(C(=O)COC(=O)CSc2ccccc2)c(=O)n(C)c1=O,-4,-0.5,3
COc1ccc(Cn2nnnc2CN2CCCCCC2)cc1,-22,2.3,-8
c1ccc(Cc2c(C3CCCCC3)nc3c4ccccc4ccn23)cc1,-4,3.1,0

# Next part.
SMILES,GSIS activator,CFTR F508del cor,FN deposition inh
CCCC#Cc1ccc2c(c1)[C@H]1[C@H](CCN1Cc1ccccc1F)[C@@H](CO)N2,1,-1.5,-4
O=C(NCCc1ccc(Cl)cc1)c1ccc2c(=O)[nH]c3c(C(=O)NCC4CCCO4)sc(=S)n3c2c1 (centres undefined),4,0.5,11
CCC(=O)N(CC)C[C@@H]1[C@@H](c2ccc(-c3ccccc3)cc2)[C@@H](CO)N1C(C)=O,12,3.5,-5
O=C(CNc1ccc(F)cc1)N/N=C/c1c(O)ccc2ccccc12,-10,3.8,6
O=C(NC1CCCCC1)c1csnn1,-13,4.4,-1
COC(=O)C[C@H]1CC[C@H](NC(=O)Nc2ccccc2)[C@@H](CO)O1,-3,1.7,-9
O=C1NC[C@@H](CCCCN2C[C@H](Cc3ccccc3)N(CC3CCCCC3)C(=O)C2=O)N(CC2CCCCC2)C1=O,-14,2.7,-4
COc1cccc(/C=C(/C(=O)OCC(=O)NC2CCCCCCC2)c2ccccc2)c1,3,1.3,-1
CCCNC(=O)NC(=O)COC(=O)CC(NC(N)=O)c1ccc(Cl)cc1 (centres undefined),19,0.1,19
COc1ccc(NC(=O)CN2C(=O)C(C)SC(C)C2=O)cc1 (centres undefined),-7,-3.1,-3
O=C(CCC(=O)N1CCN(S(=O)(=O)c2ccc([N+](=O)[O-])cc2)CC1)N1CCOCC1,1,1.6,2
O=C(N/N=C/C=C/c1cccc([N+](=O)[O-])c1)C(O)c1ccccc1 (centres undefined),-14,-1.8,-5
N#Cc1cccc(C(=O)C(=O)N2CCN(c3ccccc3)CC2)c1,11,1.3,-2
COc1ccc(CC(=O)Nc2nc(-c3ccncc3)cs2)cc1,2,-3.4,-13
Cc1ccc(-c2ccccc2[C@H]2[C@@H](CO)N(S(C)(=O)=O)[C@H]2C#N)cc1,1,0.8,-8
Cc1cc(C(=O)OC(C)C(=O)N2CCc3ccccc32)ccc1[N+](=O)[O-] (centres undefined),-4,1.6,12
Cn1ccnc1C1CCCCN1Cc1nc(-c2ccc(Cl)cc2)no1 (centres undefined),15,-0.6,-8
Cc1nc(CCNC(=O)CC2C(=O)NCCN2Cc2ccc(F)cc2)sc1C (centres undefined),-15,-1.1,-3
CN(C)Cc1c(C(C)(C)O)[nH]c2ccccc12,24,2.5,1
Cn1cc(Cl)c(C(=O)NC(=S)Nc2sc3c(c2C#N)CCCCC3)n1,-21,-4.0,-5
O=C1NC(Cc2ccccc2)c2nc3ccc(F)cc3c(=O)n2-c2ccccc21 (centres undefined),-11,2.2,-6
CN(C)CCNC(=O)c1cccc2nc3cccc(F)c3nc12,-17,9.2*,-5
CN(CCO)c1nc2c(c(=O)n(Cc3ccc(Cl)cc3)c(=O)n2C)n1C,8,3.2,2
Cc1cc(C(=O)COC(=O)C2=COCCO2)c(C)n1-c1ccccc1,-1,-3.6,-23
Nc1ccc2c(c1)[nH]c(=O)c1ccccc12,-4,-5.4,10

# The listing continues.
SMILES,GSIS activator,CFTR F508del cor,FN deposition inh
CCCCCCCCS(=O)C1CS(=O)(=O)CC1O (centres undefined),5,-2.2,5
COc1n[nH]c(C(=O)Nc2cc(Cl)ccc2Cl)c1[N+](=O)[O-],-4,-0.3,3
CCOc1ccc(NC(=O)c2cc(OC)nc3ccccc23)cc1,-10,11*,-1
Clc1ccc(Nc2ccc3ccccc3n2)cc1,-30,9.6*,24
CCCCOCC1CN(CCCC)S(=O)(=O)c2c(F)cccc2O1 (centres undefined),-9,-2.1,4
CCOC(=O)C1=C(C)N=c2s/c(=C/c3cccc(OCC(=O)O)c3)c(=O)n2C1c1ccc(F)cc1 (centres undefined),-1,0.6,1
Cc1ccccc1C(=O)/C=C1/SCC(=O)N1C,4,-1.1,2
COc1ccc(SCC(=O)Nc2ccc(N3CCN(C)CC3)c(F)c2)cc1,10,0.8,0
N#CC(Sc1ccccn1)c1ccc(Cl)cc1Cl (centres undefined),-1,3.2,-2
CCOC(=O)CNC(=O)CSc1nnc(NC(=O)c2ccc(C)cc2)s1,1,-0.4,0
CC(=O)c1ccc(N2CCCCC2)c(F)c1,16,-1.7,3
CN1C(=O)c2cc(NC(=O)C3CCC3)ccc2OC[C@H]2O[C@@H](CC(=O)NCC3CCCCC3)CC[C@H]21,-17,0.3,-8
CCOc1ccc(NC(=O)COC(=O)CN2CCCCCC2=O)cc1,-2,0.8,-4
CCN(CC)S(=O)(=O)c1ccc(C(=O)NCCN(C)C)cc1,12,-3.0,3
COc1ccc(C(C)=O)cc1COc1ccc(F)cc1,26,-2.7,2
CSc1ccc(Cl)c(C(=O)Nc2nccs2)c1,8,-0.5,6
Cn1c(=O)c2c(nc(C3CC4C5CCC(C5)C4C3)n2C)n(C)c1=O (centres undefined),-6,-4.4,2
CCCCn1c(SCC(=O)N2CCc3ccccc32)nnc1-c1ccncc1,-11,0.5,-2
Nc1ccc2c3c(cccc13)C(=O)N(c1ccccc1)C2=O,27,33*,-12
COc1ccc(Cl)cc1C(=O)NNC(=O)CSc1nnnn1C,15,-2.3,-5
Cc1cc(NC(=O)c2cccs2)ncc1NC(=O)c1cccc(F)c1,-3,1.0,-1
CC1CCCC(NC(=O)COC(=O)CCc2ccccc2)C1C (centres undefined),5,1.3,15
CCOC(=O)[C@]12CCCC=C1N(Cc1ccc(Cl)cc1Cl)C(=O)[C@H](CC(=O)NCC1CCCCC1)C2,2,0.0,-3
O=C(CCN1C(=O)C2C3C=CC(C3)C2C1=O)Nc1ccccc1 (centres undefined),7,0.8,-1
Cn1ncc2c(N3CCN(c4ccc(Cl)c(Cl)c4)CC3)ncnc21,-6,-0.4,-10

# New compounds follow:
SMILES,GSIS activator,CFTR F508del cor,FN deposition inh
CC(=O)c1cnc(Nc2cccc(Cl)c2Cl)s1,15,2.0,0
COc1ccccc1C=C1CCc2ccccc2C1=O,21,-0.3,15
Cc1ccc(NCc2nnc(SCC(=O)Nc3nnc(C)s3)n2C)cc1,-7,3.9,-4
COC(=O)[C@]12CCCCC=C1N(Cc1ccco1)C(=O)[C@H](CC(=O)NCCc1ccccc1OC)C2,-9,-5.1,-2
O=C(COC(=O)c1cnccn1)NCc1ccc(Cl)cc1,11,-0.5,-11
CC(C)OCCCNC(=O)Nc1cccc2ccccc12,-5,-3.9,-5
CC(COc1ccccc1)N1CCC(CO)(Cc2ccccc2)CC1 (centres undefined),-15,0.5,3
O=C1NC(Cc2ccccc2)c2nc3cc(F)ccc3c(=O)n2-c2ccccc21 (centres undefined),-3,0.6,3
O=C1CCc2cc(S(=O)(=O)NC(Cc3ccccc3)C(=O)N3CCN(c4ccccn4)CC3)ccc2N1 (centres undefined),7,0.5,-9
C/C(=N\NC(=O)CC1N=C(Cc2ccccc2)NNC1=O)c1ccc(Br)cc1 (centres undefined),3,0.6,1
C/C(=N\N=C\c1cccc(F)c1)c1nnn(-c2nonc2N)c1C,-8,-1.9,0
CCOC(=O)C(=C1Nc2ccccc2N1)n1c(-c2cccnc2)nc2ccccc21,-8,-1.2,-2
Cc1nc2ccccc2c(=O)n1-c1cccc(NS(=O)(=O)c2ccccc2)c1,-5,-3.0,1
Cc1ccc(CNC(=O)c2cncc(Br)c2)cc1,1,-1.8,3
O=C(Cc1ccccn1)N1CC2(C1)[C@@H](c1ccccc1)[C@@H](CO)N2C(=O)c1ccncc1,0,1.1,6
COC(=O)[C@H](CC(C)C)NS(=O)(=O)c1c(F)cccc1F,4,-0.9,3
CN(C(=O)COC(=O)c1ccccc1NCc1ccco1)c1c(N)n(Cc2ccccc2)c(=O)[nH]c1=O,8,0.5,0
CC(C)N(Cc1ccccc1)C(=O)/C=C/c1ccccc1[N+](=O)[O-],-6,0.4,0
Cc1ccc2nc3n(c(=O)c2c1)-c1cc(Cl)ccc1C(=O)NC3Cc1ccc(O)cc1 (centres undefined),2,-0.5,-2
Cc1ccc(NC(=O)c2scc3c2CCCC3)cc1,-4,-2.5,3
COc1ccc(/C=C(/C(=O)c2cccs2)N2C=CC=CC2=C(C#N)C#N)cc1,-9,-0.7,15
CCc1cc(C(=O)NCC(c2ccc(OC)cc2)N2CCOCC2)sc1C (centres undefined),-5,0.4,9
OC(Cn1cnnc1)c1ccccc1 (centres undefined),9,-2.4,3
COc1ccccc1CNC(=O)[C@@H]1CCCN1C(=O)[C@@H]1Cc2ccccc2CN1C(=O)OC(C)(C)C,-26,0.8,2
N=c1oc2ccc3ccccc3c2cc1C(N)=S,-58,0.6,-4
COCCCC1CCN(Cc2nc(Cc3ccccc3Cl)no2)CC1,-5,1.5,-10
O=C(Nc1ccc(Nc2ccncc2)cc1)c1ccc(Nc2ccnc3ccc([N+](=O)[O-])cc23)cc1[N+](=O)[O-],-2,-0.4,8
